WT yeast gro inh – growth inhibition of WT yeast, mitochondrial fusion screen; mitochondrial fusion phenotypic screen, WT strain; inhibition, % at 10 µM; AID 1362; hit rate 2.1% among 190,000; in the data active = inhibition above about 58%; tested in S. cerevisiae
NOD2 inhibition – NOD2 signaling inhibitors, cell-based, luminescence, uHTS, HEK293 (AID 1566). HEK293 NOD2/NF-kB luciferase reporter, luminescence; higher % means a stronger effect. one-dose inhibition, % at 4 µM; EC50 in µM for titrated hits. hit rate 0.63% among 290,000; in the data active = inhibition above about 50%; also: many of its hits are not listed in these tables
MT stabilize HCS – stabilizes microtubules in HeLa cells; HeLa tubulin immunostaining HCS, 24 h; share of cells brighter than vehicle mean+2SD; % tubulin-high responders, % at 10 µM; hit rate 0.83% among 200,000; AID 2205;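 active = plate Z-score above 3 for both tubulin-high and condensed-nucleus cell shares, with cell loss under 80%, at 10 µM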;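 also: anti alpha tubulin signal scored within the nucleus-defined area of each cell; some results filed as inactive read as strong as hits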
Insulin prom up – MIN6 insulin promoter up-regulation | MIN6 insulin promoter-GFP reporter, high-content imaging; active compounds read high | z-score at 5 µM | hit rate 0.3% among 190,000 | AID 1625;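 active = z-score above 3 at 5 µM with at least 500 cells counted in the well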
b-catenin transl – modulators of beta-catenin nuclear translocation. nuclear translocation activity, % at 5 µM. HeLa beta-catenin nuclear translocation, immunofluorescence imaging. AID 1665. hit rate 0.3% among 190,000;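 active = nuclear translocation activity above 50% at 5 µM, with a well cell count of 50 or more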;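 also: per-cell ratio of nuclear to cytoplasmic median beta-catenin stain intensity; plate controls were DMSO negative control for no effect and GSK-3 inhibitor IX positive control for full effect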
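Test system: human HeLa cell line; Doses: 5 µM primary, 0.02–20 µM confirmation; Incubation: 24 h compound exposure, 37°C; Detection: beta-catenin immunofluorescence imaging with DAPI; Read-out: beta-catenin nuclear/cytoplasmic ratio, % activation.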
Lipid droplet – modulators of hepatic lipid droplet formation; AML12 mouse hepatocytes, oleate lipid droplets, BODIPY imaging; inhibition, % at 6.5 µM; hit rate 0.4% among 240,000;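 active = lipid droplet intensity inhibited by at least 50%, with more than 500 cells counted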
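material = mouse AML12 hepatocyte cell line, fixed after treatment | also added = 100 µM oleic acid challenge | doses = compound at 6.5 µM only | schedule = overnight exposure | technique = Image-based BODIPY and DAPI two-channel analysis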
Dynein cargo inh – dynein cargo transport inhibition. AID 1381. hit rate 0.47% among 220,000. z-score, hits read low. 3617.4 mouse cells, GR-EGFP nuclear translocation imaging; test concentration mostly 20 µM; stimulated with dexamethasone, 1 µM; active compounds read low;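 active = plate z-score of nuclear minus cytoplasmic receptor signal below a set negative limit, without overly bright fluorescence or cell loss, cut at about -3.5 in these data, passing the limit was not always enough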;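 also: z-score of nuclear minus cytoplasmic ring GR-EGFP intensity difference per well; some compounds called inactive have numbers as strong as hits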
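Also added: dexamethasone, 1.0 µM final. Medium: tet-free, stripped-serum medium. Detection: fixed, Hoechst-stained cells imaged at 10x for EGFP. Read-out: nuclear-to-cytoplasmic GR-EGFP distribution per well. Times: induction 48 h, compound 1 h, agonist 30 min.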
Autophagy mod – alters autophagy in cells; calls only at 10 µM (by protocol); hit rate 0.98% among 190,000; AID 463193; MEF GFP-LC3 puncta imaging; test concentration mostly 10 µM;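 active = percentage of spot-positive cells more than 3 SD above its plate mean, without a fluorescence outlier flag or 80% toxicity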;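 also: spot-positive cell cutoff set from DMSO-treated cells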
Yfh1-off respiration – mitochondrial function rescue without frataxin homolog – Friedreich's ataxia, plus single-dose screen, dose response (AID 1465); fold induction at 50 µM; hits with a dose series show EC50 in µM; S. cerevisiae Yfh1-off respiration, WST-1 reduction, 72 h; higher fold induction means a stronger effect; hit rate 0.074% among 220,000;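 active = fold induction of absorbance versus untreated yeast above a set limit, then at least 30% activation at any dose in follow-up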;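 also: activators that raise dye reduction in frataxin-depleted yeast; strong numbers were not always called active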
WT yeast gro inh mutant strain – also measured in WT yeast gro inh; calls as there; inhibition, %; mitochondrial fusion phenotypic screen, mutant strain inhibition
Dynein cargo inh cytoplasmic EGFP – further read-out of Dynein cargo inh, marked with its call; z-score; measured here: cytoplasmic GR-EGFP intensity; active compounds read high
Dynein cargo inh nuclear GR-EGFP – further read-out of Dynein cargo inh, marked with its call; z-score; measured here: nuclear GR-EGFP intensity;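 lower value marks the stronger effect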
Dynein cargo inh cell count – recorded beside Dynein cargo inh, whose call it bears; z-score; measured here: cell count per field
Insulin prom up cell count – second read-out of Insulin prom up, no call of its own (marks repeat the call); cell count; measured here: cytotoxicity, nuclei count;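 total cells summed across four imaged fields per well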
Lipid droplet cells 6.5 µM – further read-out of Lipid droplet, marked with its call; cell count; measured here: cell count, cytotoxicity flag;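 cells counted across two imaged fields per well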
b-catenin transl cell count 5 µM – further read-out of b-catenin transl, marked with its call; cell count; measured here: cell count, cytotoxicity flag
MT stabilize HCS Hoechst-high % – also measured in MT stabilize HCS; calls as there; % Hoechst-high responders; measured here: nuclear condensation Hoechst responders;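 share of cells brighter than vehicle mean plus two SD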
MT stabilize HCS cytotoxicity % – second read-out of MT stabilize HCS, no call of its own (marks repeat the call); toxicity, %; measured here: cytotoxicity by cell density;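 0% = mean cell density of plate MIN control wells and 100% = no cells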
Autophagy mod cell loss 18 h – further read-out of Autophagy mod, marked with its call; toxicity, %; measured here: cell loss, nuclei count;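 cell loss after 18 h compound exposure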
An asterisk follows results filed as active; i = inactive; / = not tested or not shown.

Value order: WT yeast gro inh	WT yeast gro inh mutant strain	NOD2 inhibition	MT stabilize HCS	MT stabilize HCS Hoechst-high %	MT stabilize HCS cytotoxicity %	Insulin prom up	Insulin prom up cell count	b-catenin transl	b-catenin transl cell count 5 µM	Lipid droplet	Lipid droplet cells 6.5 µM	Dynein cargo inh	Dynein cargo inh cytoplasmic EGFP	Dynein cargo inh nuclear GR-EGFP	Dynein cargo inh cell count	Autophagy mod	Autophagy mod cell loss 18 h	Yfh1-off respiration
CC(C)(C)NC(=O)C(c1ccc(O)cc1)N(C(=O)CCC(=O)Nc1nccs1)c1ccccc1F (stereo not drawn)
→ -23	10	14%	4.3	2.0	4.7	-0.11	1442	-1.2	1076	-2	742	0.37	-0.33	0.11	0.36	i	-4	i
CC1=CC2=NC(=O)CC(C)(C(=O)N(CC(=O)NC3CCCC3)c3cc(C)cc(C)c3)N2C=C1 (stereo not drawn)
→ -6	-2	17%	5.0	1.0	3.6	0	1463	-0.1	1510	0	658	0.085	-0.36	-0.31	0.79	i	5	i
COC(=O)Cc1c(C)c2ccc(OCC(=O)N3CCOCC3)cc2oc1=O
→ -18	-30	6%	1.5	1.6	4.9	-0.28	1183	0.1	1065	1	764	-0.24	-0.23	-0.23	0.76	i	1	i
COc1ccc(N2CCN(C(=S)NC(C)c3ccccc3)CC2)cc1 (stereo not drawn)
→ 11	22	-18%	1.1	2.3	11	-0.52	1160	5.0	1009	-2	699	-0.39	-0.32	-0.24	0.66	i	8	i
CCOC(=O)C(C)Sc1nc2c(c(=O)[nH]c(=O)n2C)n1Cc1ccc(Cl)cc1 (stereo not drawn)
→ 12	1	7%	4.4	2.1	6.4	-0.27	1744	-0.1	1058	8	672	1.8	0.069	1.4	-0.21	i	6	i
COc1ccc(CC(=O)NCc2ccccc2Cl)cc1S(=O)(=O)N1CCOCC1
→ 3	-4	/	4.4	2.2	7.1	/	/	/	/	/	/	-0.54	-0.19	-0.14	0.6	i	-3	i
CCOP(=O)(O)c1ccccc1OCCOc1ccccc1P(=O)(O)OCC
→ 5	16	7%	1.1	1.3	4.4	0.55	901	/	/	1	788	0.57	-0.34	0.23	0.11	i	2	i
CCOC(=O)C1=C(CNCCOc2ccc(OC)cc2)NC(=O)NC1c1ccc2c(c1)OCO2 (stereo not drawn)
→ 17	10	1%	5.3	1.6	9.1	0.76	1253	0.0	1124	-5	710	2.4	-0.19	1.6	-1.4	i	12	i
Cc1cc(Cl)ccc1OCCCC(=O)NCc1ccccn1
→ 0	-3	10%	5.3	3.1	8.6	-1.3	1191	1.1	1081	2	714	0.27	-0.27	-0.023	0.38	i	-1	i
COc1cccc(C2=NCCc3cc4c(cc32)OCO4)c1OC
→ -7	24	10%	4.4	3.9	2.3	-0.19	1342	/	/	8	745	-0.25	-0.32	-0.36	0.25	i	-18	i
COc1ccc(NC(=O)COC(=O)/C=C/c2ccc(OC)c(S(=O)(=O)N3CCOCC3)c2)cc1
→ -23	-15	4%	3.2	3.1	4.8	0.82	1343	6.3	827	25	702	0.41	-0.18	0.76	-1.4	i	8	i
Brc1ccccc1Cn1c(-c2cncs2)nc2ccccc21
→ 56	49	11%	5.3	2.7	0.1	0.45	1057	-1.7	1132	/	/	-0.77	-0.22	-0.38	0.42	i	9	i
CC(=O)NCCc1ccc(S(=O)(=O)N2CCCC2)cc1
→ 10	-7	8%	8.2	1.6	8.4	/	/	-3.0	953	/	/	-0.44	-0.11	-0.14	0.79	i	0	i
CC(C)n1cnc2cc(NCc3ccccn3)ccc21
→ 14	22	-34%	2.6	2.2	8.0	0.85	794	0.2	1157	-10	759	-0.15	-0.28	0.53	1.2	i	-7	i
O=C(OC(C(=O)NCC1CCCO1)c1ccc(F)cc1)c1ccco1 (stereo not drawn)
→ -9	-50	7%	1.5	2.4	7.9	-0.1	1208	-1.4	1313	2	777	-0.52	-0.087	0.0016	0.52	i	35	i
Cc1ccc(C)c(N2CC(C(=O)O)CC2=O)c1 (stereo not drawn)
→ -9	-11	8%	3.2	1.6	9.5	0.12	1477	-1.4	1075	0	790	0.12	-0.33	0.4	0.47	i	-11	i
Cc1ccc(OCCCCn2ccnc2)c(Cl)c1
→ 10	16	2%	1.3	3.7	24	0.23	1167	-0.8	1144	0	850	-0.69	-0.27	-0.31	-0.61	i	6	i
Cc1noc(C(=O)Nc2ccccc2C(F)(F)F)c1Cl
→ 11	7	9%	2.1	3.1	15	0.38	1512	-2.3	909	/	/	-0.061	-0.35	0.41	-0.036	i	-13	i
O=C(c1ccc(N2CCOCC2)cc1)c1cccs1
→ -4	-7	-115%	3.6	1.4	3.5	0.59	1902	-2.2	1081	-5	659	-0.25	-0.35	0.072	0.087	i	15	i
CC(C)C(=O)N(Cc1ccc(F)cc1)Cc1nc2ccccc2c(=O)[nH]1
→ -4	3	11%	2.2	2.9	3.5	/	/	-1.5	1014	-19	692	-0.84	-0.17	-0.19	0.39	i	22	i

Some values from the list:
Value of CC(C)C(=O)N(Cc1ccc(F)cc1)Cc1nc2ccccc2c(=O)[nH]1 under Dynein cargo inh cell count: 0.39
Value of COc1ccc(NC(=O)COC(=O)/C=C/c2ccc(OC)c(S(=O)(=O)N3CCOCC3)c2)cc1 under WT yeast gro inh mutant strain: -15
Value of CCOP(=O)(O)c1ccccc1OCCOc1ccccc1P(=O)(O)OCC under Insulin prom up: 0.55

Remaining list, next part:
Value order: WT yeast gro inh	WT yeast gro inh mutant strain	NOD2 inhibition	MT stabilize HCS	MT stabilize HCS Hoechst-high %	MT stabilize HCS cytotoxicity %	Insulin prom up	Insulin prom up cell count	b-catenin transl	b-catenin transl cell count 5 µM	Lipid droplet	Lipid droplet cells 6.5 µM	Dynein cargo inh	Dynein cargo inh cytoplasmic EGFP	Dynein cargo inh nuclear GR-EGFP	Dynein cargo inh cell count	Autophagy mod	Autophagy mod cell loss 18 h	Yfh1-off respiration
CCc1nnc(NC(=O)CSc2nnc(-c3cccnc3)n2C)s1
→ 6	15	6%	5.4	3.0	7.6	-0.26	1147	5.1	915	4	664	-0.59	-0.31	0.3	0.72	i	4	i
CCCCCC(C)n1[nH]c(=O)c2c(C)cc(C)nc21 (stereo not drawn)
→ 6	5	2%	3.8	3.0	3.9	0.12	965	/	/	/	/	-1.2	-0.21	-0.61	0.38	i	6	i
Cn1c(=O)[nH]c(=O)c2c1nc(N1CCCC1)n2CCCSc1nc2ccccc2o1
→ 11	17	-10%	2.3	1.9	1.7	/	/	/	/	/	/	-0.66	-0.28	0.27	0.55	i	-4	i
COc1ccc(CCNC(=O)Cn2c(=O)oc3cc(Cl)ccc32)cc1OC
→ /	/	19%	/	/	/	-0.98	1026	0.0	1362	-1	747	-0.32	-0.24	0.27	0.0033	/	/	i
Cc1ccc2[nH]c3c(c2c1)CCNC3=O
→ -3	5	-4%	11	3.5	6.6	0.13	1223	2.9	789	12	754	-0.47	-0.31	-0.23	0.47	i	1	i
O=C(/C=C\c1ccco1)NC(=S)Nc1ccccc1O
→ /	/	-10%	/	/	/	-0.04	1409	2.0	1319	/	/	0.23	-0.28	-0.16	0.021	/	/	i
O=C(c1cnccn1)N1CCc2ccccc21
→ -3	11	-3%	3.6	2.4	11	0.59	1067	-2.2	890	/	/	-0.27	-0.22	0.61	0.94	i	-35	i
COc1cccc(C2C(C#N)=C(N)Oc3cc(C)oc(=O)c32)c1OC (stereo not drawn)
→ -4	-1	6%	1.6	2.7	3.7	0.86	1301	-1.7	1188	/	/	0.8	-0.18	0.71	-0.083	i	1	/
CCOc1ccc(NC(=O)CN(c2cccc(C(F)(F)F)c2)S(C)(=O)=O)cc1
→ -16	-6	10%	2.3	0.8	7.9	-0.86	904	/	/	-5	781	1	-0.21	0.83	-0.37	i	-7	i
CCOc1ccc(NC(=O)CN2C(=O)CSC(C)C2=O)cc1 (stereo not drawn)
→ -9	-6	-41%	2.5	1.2	7.6	1.6	1602	-0.6	1003	13	651	0.16	-0.16	-0.019	0.2	i	-13	i
N#CCCN(Cc1cccnc1)C(=O)Nc1ccccc1
→ 6	8	1%	2.3	1.9	7.0	-0.18	1289	-0.2	1128	-8	690	-0.63	-0.12	-0.081	0.58	i	-5	i
CCOC(=O)COc1ccc2c(c1)C(=O)CC(C)(c1cccnc1)O2 (stereo not drawn)
→ 8	5	7%	5.4	3.3	3.4	-1.2	1227	-0.3	891	/	/	-0.41	-0.17	0.043	-0.29	i	2	i
CCOc1ccccc1NC(=O)Cn1nnc(-c2ccc(OCC)c(OCC)c2)n1
→ 6	5	-1%	5.1	2.1	3.9	-0.65	1054	-9.2	1221	-10	733	0.31	-0.23	0.4	-0.52	i	-10	i
N#CCC(=N)N1CCN(c2cccc(Cl)c2)CC1
→ 21	29	0%	1.1	2.0	11	0.08	1782	-1.3	1151	13	617	-0.27	-0.21	-0.59	0.59	i	13	i
Cc1cc(CNCc2cn(C)nc2-c2ccc(Oc3ccccc3)cc2)on1
→ 19	2	18%	3.5	2.9	4.6	-0.51	1322	0.2	1155	24	609	-0.86	-0.12	-0.3	0.89	i	-31	i
COc1cc(Cl)c(C)cc1NC(=O)[C@@H]1CCCN1C(=O)c1cccs1
→ 15	12	9%	3.3	1.9	0.7	-1	1510	-2.6	1199	-9	639	-0.82	-0.24	-0.23	0.93	i	26	i

From PubChem BioAssay

An excerpt; rates above refer to the full screens.
